Screening data from PubChem BioAssay.
OX1R antag – antagonists of human orexin 1 receptor (OX1R); inhibition, % at 6.6 µM; Orexin/Hypocretin receptor type 1 (Homo sapiens), O43613; OX1R-expressing cells, FRET antagonist read-out; actives 1.8% (n = 330,000); AID 485270, 2010; in the data active = inhibition mostly above about 38%, no sharp cut-off; inactive = mostly below about 40%;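 note: 0% = agonist challenge alone and 100% = reference antagonist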
Target sequence (O43613 whole entry, looked up): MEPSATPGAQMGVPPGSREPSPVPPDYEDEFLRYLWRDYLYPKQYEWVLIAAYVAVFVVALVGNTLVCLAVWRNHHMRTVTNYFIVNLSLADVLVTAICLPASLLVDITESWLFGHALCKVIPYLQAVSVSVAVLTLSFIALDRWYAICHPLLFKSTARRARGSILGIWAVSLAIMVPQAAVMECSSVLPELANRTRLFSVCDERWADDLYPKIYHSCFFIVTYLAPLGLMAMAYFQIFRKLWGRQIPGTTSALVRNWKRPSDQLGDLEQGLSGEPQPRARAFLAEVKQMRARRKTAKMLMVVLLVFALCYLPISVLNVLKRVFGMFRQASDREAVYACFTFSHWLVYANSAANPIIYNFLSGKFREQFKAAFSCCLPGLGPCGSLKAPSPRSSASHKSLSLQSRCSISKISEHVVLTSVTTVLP
STK33 inh – inhibitors of purified STK33 kinase, primary screen, biochemical, ADP-Glo luminescence, homogeneous, cell-free. inhibition, % at 10 µM. actives 0.073% (n = 320,000). MBP phosphorylation. Serine/threonine-protein kinase 33 (Homo sapiens), Q9BYT3;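 active = inhibition at or above 25%, using the most active replicate where run in duplicate; inactive = inhibition below 25%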
Target sequence (Q9BYT3 whole entry, looked up): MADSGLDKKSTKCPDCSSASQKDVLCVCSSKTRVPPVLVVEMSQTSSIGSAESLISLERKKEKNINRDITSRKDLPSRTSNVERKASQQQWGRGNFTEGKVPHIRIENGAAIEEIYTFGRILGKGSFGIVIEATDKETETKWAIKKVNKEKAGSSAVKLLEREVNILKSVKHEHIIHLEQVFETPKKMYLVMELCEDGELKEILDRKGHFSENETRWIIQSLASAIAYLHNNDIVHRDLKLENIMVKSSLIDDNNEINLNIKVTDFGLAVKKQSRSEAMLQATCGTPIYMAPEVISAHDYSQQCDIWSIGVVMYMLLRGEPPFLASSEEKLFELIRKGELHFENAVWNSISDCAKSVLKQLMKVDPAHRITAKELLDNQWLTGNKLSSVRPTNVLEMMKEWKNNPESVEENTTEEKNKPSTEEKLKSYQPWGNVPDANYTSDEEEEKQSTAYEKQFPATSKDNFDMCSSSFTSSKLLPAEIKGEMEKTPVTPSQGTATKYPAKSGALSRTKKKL
Numbers without * were called inactive; nt = no result given.

compound	OX1R antag	STK33 inh
CCC1(C)Cc2ccccc2C(=O)N1 (configuration not stated)	14	-0.1
CCOc1ccccc1NC(=O)Nc1ccc2c(c1)OCO2	4	0.0
Cc1ccccc1NC(=O)Cc1nc(COC(=O)c2ccccn2)cs1	22	-0.5
CCOc1ccc(Cn2nnc(C(=O)NCCc3ccc(Cl)cc3)c2N)cc1	9	1.2
Cc1ccc2[nH]c(=O)c(CN(CCN3CCOCC3)C(=O)Nc3ccc(F)cc3)cc2c1	11	-0.1
CC(=O)N1CC(C)Oc2ccc(S(=O)(=O)NC(CC(=O)O)c3cc(C)ccc3C)cc21 (configuration not stated)	10	-0.2
Cc1ccc(C2CC(c3ccccc3)=NN2C(=O)CSc2nnc(-c3ccc(Cl)cc3)o2)o1 (configuration not stated)	12	-0.3
COc1ccc(N=C2C(=Nc3ccc(OC)cc3)N(c3ccc(OC)cc3)C(=S)N2C)cc1	51	-0.5
COc1ccc(CCNC(=O)C2CCC(=O)N2CCc2ccccc2)cc1OC (configuration not stated)	11	nt
Cc1c(Cl)cccc1NC(=O)Cn1nc(C)n2cccc2c1=O	-2	-1.1
CN(CC(=O)NCc1ccc(F)cc1)S(=O)(=O)c1ccc2c(c1)c(=O)n(C)c(=O)n2C	7	0.4
Cc1ccc(C(=O)O)cc1N1CCCC1=O	0	-0.5
O=C(C1CCOCC1)N1CCCC(N2CCN(c3cccc(C(F)(F)F)c3)CC2)C1 (configuration not stated)	11	-0.3
Cc1cc(C)nc(N2CCC(C(=O)Nc3ccc4c(c3)OCO4)CC2)n1	9	-1.7
COc1cc(/C=C/C(=O)O)cc(S(=O)(=O)NNC(=O)c2ccc3c(c2)OCO3)c1OC	3	-0.4
CCCc1nc2ccccc2c(C(=O)OC2CCOC2=O)c1CC (configuration not stated)	21	0.7
CCN(C(=O)COc1ncnc2ccc(Br)cc12)C1CCS(=O)(=O)C1 (configuration not stated)	9	-1.0
COc1cc(OC)c(OC)cc1/C=C1/Cc2ccccc2C1=O	6	0.0
CC1CCN(C(=O)c2ccc(N3C(=O)c4ccccc4C3=O)cc2)CC1	8	0.3
O=S1(=O)N=C(N2CCc3ccccc3C2)c2ccccc21	15	1.4
NC1=NC(=O)/C(=C/c2cn(CCC(=O)O)nc2-c2ccc(Cl)cc2)S1	33	0.0
O=C(Nc1nc2ccccc2s1)C1CC(=O)N(c2ccc(Br)cc2)C1 (configuration not stated)	12	0.1
O=C(COC(=O)COc1ccccc1[N+](=O)[O-])Nc1ccc2c(c1)OCO2	11	-2.2
CC(=O)Nc1cc2c(cc1Br)OCCO2	35	-0.8
CC(C)(O)[C@H](O)Cc1cc2ccc(=O)oc2cc1O[C@@H]1O[C@H](CO)[C@@H](O)[C@H](O)[C@H]1O	6	0.6
COc1ccc(-c2csc(NC(=O)c3cccc(N4C(=O)CCC4=O)c3)n2)cc1OC	8	-1.8
COc1ccccc1C(=O)NCC(=O)N1CCN(S(=O)(=O)c2ccc3c(c2)OCCO3)CC1	15	-1.8
CCOc1ccccc1-n1nnnc1SCC(=O)OC	6	-0.7
CN(C)CCCCCN(C)Cc1cc2ccccc2o1	16	5.6
CCOc1ccc2[nH]c(=O)c(CN(Cc3ccccc3)C(=O)N3CCCC3)cc2c1	5	-1.9
O=C(c1ccc(F)cc1)C1CCN(Cc2ccc(F)cc2)CC1	2	nt
Cc1ccccc1-n1nnnc1SCC(=O)NC1CC1	5	0.6
O=C(NCCCN1CCOCC1)c1cc(-c2cccc(O)c2)on1	10	1.3
O=C(NCC1CCCCC1)c1ccccc1[N+](=O)[O-]	11	-0.4
CCCCOC(=O)n1c(=O)oc2ccccc21	14	-0.6
O=C(CN1C(=O)NC2(CCOc3ccccc32)C1=O)NCC(F)(F)F (configuration not stated)	23	0.9
CCn1cc(S(=O)(=O)N2CCN(Cc3ccc(F)cc3)CC2)cn1	5	-0.4
O=C(N/N=C/c1ccc2c(c1)OCO2)C(=O)Nc1ccc2ccccc2c1	-9	1.6
O=C1CC(N2CCN(c3ccccn3)CC2)C(=O)N1c1ccc(Cl)cc1 (configuration not stated)	9	-0.1
CCOCCCNC(=O)C1CCN(Cc2ccc(OCc3ccccc3)c(OC)c2)CC1	18	-0.9
CCOc1cc(/C=N/n2cnnc2)ccc1OS(=O)(=O)c1ccccc1	12	-1.7
CC(C)(C)OC(=O)N1CCN(C(=O)c2nc[nH]c2C(=O)N2CCN(C(=O)OC(C)(C)C)CC2)CC1	0	-0.5
O=C1CC(C(F)(F)C(F)(F)C(F)(F)C(F)(F)F)=Nc2ccccc2N1	2	-0.3
CC(C)C(O)(C#CCN1CCCCC1)c1ccccc1 (configuration not stated)	13	-0.7
Cc1cc([N+](=O)[O-])ccc1NC(=O)CCC(=O)N1CCCCCC1	33	-5.0
Cc1cc(C)c[n+](CC(=O)c2ccc(-c3ccccc3)cc2)c1	9	-0.9
O=C(O/N=C1\C(=O)N(c2ccccc2)c2ccccc21)C1CC1	24	-2.7
Cc1nc2ccccc2n2c(O)c(CC(=O)O)cc12	10	3.3
COCCNC(=O)CSc1nc2cc(OC)c(OC)cc2c(=O)n1Cc1ccc(OC)cc1	6	-1.1
COc1ccc(OC)c(-c2csc(NC(=O)Cc3ccc(OC)c(OC)c3)n2)c1	26	-0.4
CC(OC(=O)c1cc(=O)[nH]c2ccccc12)C(=O)NC1CCCC1 (configuration not stated)	8	-0.1
O=C(Nc1ccc(Br)cn1)c1ccc2nccnc2c1	52	-1.4
Cc1cc(OCC(=O)Nc2ccc(N3CCN(C(=O)c4ccco4)CC3)cc2)cc(C)c1Cl	5	-0.6
COc1ccc(CCN(C(=O)COc2ccccc2)c2nc(-c3ccccc3)cs2)cc1OC	13	1.1
Cc1ccc(C2NC(=O)CCC2[N+](=O)[O-])cc1 (configuration not stated)	14	-2.5
Cc1ccccc1CN(c1ccc(C(=O)NCC2CCCO2)cc1)S(C)(=O)=O (configuration not stated)	8	-2.7
CCOc1ccc(NC(=O)CSc2nnc(C3CC3)n2C)cc1	10	-0.7
CC1CCCCN1C(=O)CSc1nnc2c(n1)[nH]c1ccccc12 (configuration not stated)	51	-1.4
C/C(CC(=O)Nc1ccccn1)=N\NC(=O)c1cnccn1	0	-1.6
O=C(CN1CCCCC1)Nc1cc(S(=O)(=O)N2CCOCC2)ccc1N1CCCC1	-5	-0.7

Looked up by compound from the entries so far (2):
compound	OX1R antag	STK33 inh
O=C(N/N=C/c1ccc2c(c1)OCO2)C(=O)Nc1ccc2ccccc2c1	-9	1.6
O=C(c1ccc(F)cc1)C1CCN(Cc2ccc(F)cc2)CC1	2	nt

Reformatted: four of the compounds above
CC(=O)Nc1cc2c(cc1Br)OCCO2
  OX1R antag: 35
  STK33 inh: -0.8
O=C(CN1CCCCC1)Nc1cc(S(=O)(=O)N2CCOCC2)ccc1N1CCCC1
  OX1R antag: -5
  STK33 inh: -0.7
Cc1ccc(C(=O)O)cc1N1CCCC1=O
  OX1R antag: 0
  STK33 inh: -0.5
COc1ccc(CCNC(=O)C2CCC(=O)N2CCc2ccccc2)cc1OC (configuration not stated)
  OX1R antag: 11
  STK33 inh: nt

(more compounds)
compound	OX1R antag	STK33 inh
O=C1CC(c2ccccc2)CC(O)=C1C=Nc1cccc(Cl)c1 (configuration not stated)	14	0.5
COc1ccc(SCCN2CC[C@@H](C)CCC2=O)cc1	6	-1.1
O=c1c2c3c(sc2nc2n1CCCCC2)C(O)CCC3 (configuration not stated)	10	0.2
O=C(Cn1c(C(F)(F)F)nc2ccccc21)Nc1ccccc1N1CCOCC1	40	2.6
CCOc1ccc2nc(NCCCNS(=O)(=O)c3ccccc3)c(C#N)cc2c1	11	-1.1
CCC(Oc1ccc(C)cc1)C(=O)Nc1ccccc1C(=O)N1CCOCC1 (configuration not stated)	21	-4.4
Cn1c(=O)[nH]c(=O)c2c1nc(SCC(O)CO)n2CCCc1ccccc1 (configuration not stated)	11	-1.8
NC(=O)NC(CC(=O)NCCc1ccccn1)c1ccccc1Cl (configuration not stated)	29	-0.4
CCN(CC)CCN(Cc1cc2cc(C)c(C)cc2[nH]c1=O)C(=S)NCc1ccco1	15	0.0
Nc1nnc(CC(=O)NCc2ccccc2)s1	6	-2.4
CCOCC(=O)Nc1c(C(=O)N2CCN(c3ncccn3)CC2)oc2ccccc12	5	-0.2
O=C(Nc1ccccc1)NC1(C(=O)N2CCC(O)CC2)CCCCC1	-1	-0.9
CCN(CC)S(=O)(=O)c1ccc(NC(=O)c2ccc(Cl)nc2)cc1	14	-3.1
NC(=O)CSc1nc2c(sc(=S)n2-c2ccccc2)c(=O)[nH]1	nt	-0.4
CCOC(=O)N1CCC(N(CCOC)C(=S)Nc2cccc(SC)c2)CC1	9	1.3
CCC(=O)N1c2ccc(S(=O)(=O)N3CCCCC3)cc2CC1C (configuration not stated)	10	0.7
Cn1c(NC(=O)C2CC2)cc(=O)n(C)c1=O	14	1.4
O=C1CC(N2CCN(c3ccc(Cl)c(Cl)c3)CC2)C(=O)N1 (configuration not stated)	3	0.1
COC(=O)c1c(C)[nH]c(C(=O)COC(=O)c2c(C)noc2C)c1C	4	-1.1
Cc1ccc2c(CC(=O)N3CCN(S(=O)(=O)c4cccs4)CC3)coc2c1	8	-0.6
COc1ccc(NS(=O)(=O)c2csc(C(=O)Nc3ccccc3)c2)cc1	20	0.1
CC(=O)N1CCCN(C(=O)c2ccc3nc(Cc4ccccc4F)oc3c2)CC1	-2	-1.1
Clc1ccc(/C=C/c2ncc[nH]2)c(Cl)c1	-2	0.4
COC(=O)c1cn(NC(=O)c2cc([N+](=O)[O-])ccc2F)c(=O)c2ccccc12	33	0.6
CCOCCCNC(=O)C1CC(=O)N(CCc2ccc(C)cc2)C1 (configuration not stated)	6	0.5
CCOC(=O)[C@H]1[C@H]2COc3ccc(Br)cc3[C@@H]2N2C(=O)CN(Cc3ccc(OC)cc3)C(=O)[C@@]12C	16	-1.1
Cc1n[nH]c(C)c1CNCc1c(C(=O)N2CCCCCCC2)nc2ccc(Cl)cn12	8	1.3
Cc1cc(=O)oc2ccc(OCc3ccccc3)cc12	22	-1.4
O=C(O)c1cccc(Cn2c(Cl)c(/C=N/NC(=O)c3ccccc3)sc2=O)c1	41	-1.1
CCCC(=O)NC(=S)Nc1cccc(Cl)c1N1CCCC1	29	-0.3

Single values from above:
Value for `Cc1cc([N+](=O)[O-])ccc1NC(=O)CCC(=O)N1CCCCCC1` in STK33 inh: -5.0
Value for `Cc1c(Cl)cccc1NC(=O)Cn1nc(C)n2cccc2c1=O` in OX1R antag: -2
Value for `C/C(CC(=O)Nc1ccccn1)=N\NC(=O)c1cnccn1` in OX1R antag: 0

Other entries follow:
compound	OX1R antag	STK33 inh
Cc1ccc(NC(=O)C2=C(O)c3ccccc3N(C)S2(=O)=O)cc1	6	0.4
COc1ccccc1NC(=S)NCCN1CCOCC1	6	-1.3
COc1ccc(COC(=O)c2cc([N+](=O)[O-])ccc2N2CCOCC2)cc1F	12	0.1
COc1ccc2cc(C#N)c(Nc3cccc(F)c3)nc2c1	4	-0.5
Cc1cc(Br)ccc1NC(=O)CN(C)C(=O)CSCc1ccccc1	15	2.2
COc1cc(OC)c(OC)cc1/C=N/NC(=O)CSc1ccccc1F	11	0.8
Cc1ccc(-c2cc(C(=O)NCCCn3ccnc3)no2)cc1	2	-0.7
COc1ccc(-c2cc(C(F)(F)F)c(C#N)c(SCC(=O)Nc3ccccc3C#N)n2)cc1	7	1.0
COc1cc(C(=O)NCCOc2ccccc2)c(Br)c(OC)c1OC	17	-0.2
COc1ccc(/C=C/C(=O)Nc2cccc(S(=O)(=O)NC3=NCCCCC3)c2)cc1	7	-0.3
CC(C)(C)c1ccc(S(=O)(=O)N2CCN(c3ncccn3)CC2)cc1	11	-0.6
C=C(C)CNc1cc(S(=O)(=O)N2CCOCC2)ccc1Oc1ccccc1	-1	nt
O=C(CCCN1CCC(NC(=O)c2ccccc2)CC1)c1ccc(Cl)cc1	8	-1.4
CCNC(=O)c1c(O)c2cccc3c2n(c1=O)CC3	18	0.7
O=C(C1CCCN(S(=O)(=O)c2cccc3nonc23)C1)N1CCN(c2ccccc2Cl)CC1 (configuration not stated)	8	nt
COC(=O)c1c(C)[nH]c(C(=O)CN2C(=O)NC3(CCOc4ccccc43)C2=O)c1C (configuration not stated)	3	-1.9
Cc1cc(C)c2nc(N3CCN(C)CC3)c(C#N)cc2c1	18	0.9
COc1cc(CC(=O)N2CCN(C(=O)C3CCCO3)CC2)cc(OC)c1OC (configuration not stated)	6	-2.5
COc1cc2c(cc1OC)C(c1cccc(Cl)c1)CC(=O)N2 (configuration not stated)	nt	-0.2
CCOC(=O)Cc1ccc(NC(=O)c2cccc([N+](=O)[O-])c2)cc1	11	-0.8
CCN(Cc1ccccc1)S(=O)(=O)c1c(C)n(C)c(=O)n(C)c1=O	10	-1.7
CC(C)c1ccc(OCc2nc(-c3ccccn3)no2)c(Br)c1	29	0.7
O=c1ncn(-c2ccc(F)cc2)c2ncccc12	10	-2.0
CCOc1ccc(-c2nc(C)c(C(C)=O)n2O)cc1	8	-0.9
Cc1ccc(NC(=O)CSc2nnc(Cc3cccn3C)n2-c2ccc(F)cc2)cc1	9	-1.2
Clc1ccc(C2NCCc3sccc32)cc1 (configuration not stated)	24	nt
CC(=O)c1ccc(S(=O)(=O)N(C)CC(=O)NCc2ccco2)cc1	4	-1.0
O=C(C1CCN(S(=O)(=O)c2ccccc2)CC1)N1CCN(c2ccccc2F)CC1	4	-1.2
